Assay outcomes deposited in PubChem by several laboratories.
GSH fluor: compound fluoresces at 488/530 nm on GSH beads | GSH beads flow cytometry, compound fluorescence 488/530 nm; hits give high values | fluorescence (KMESF) at 10 µM | 190,000 compounds, 0.25% hits; in the data active means fluorescence above about 89;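 further: glutathione beads carrying GST-tagged Bcl family fusion proteins plus one bare bead set; values are compound well signal with DMSO vehicle wells as background; inactives centre near 16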
Rab2A wt mod: changes GTP binding to wildtype dog Rab2A, up or down | P61105 | GST-Rab2 wt beads, Bodipy-GTP binding, flow cytometry | GTP binding activity, % at 10 µM | 190,000 compounds, 0.19% hits;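 active means GTP binding activity at least 20 points away from 100%, either lowered or raised; inconclusive means signal likely due to the compound's own green fluorescence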;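 further: 0% = beads with excess unlabeled GTP and 100% = no-compound control corrected for plate trend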
Pf gamet viab: inhibitors of late stage P. falciparum gametocyte viability | P. falciparum stage V gametocytes, ATP luminescence, 24 h | inhibition, % at 10.9 µM | 150,000 compounds, 0.065% hits | AID 743093;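 active means inhibition above the mean plus 3 SD of compounds within the control limits, set per campaign, cut at about 38% in these data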;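 further: 0% = DMSO wells and 100% = medium only without gametocytes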
ABCG2 inh: inhibitors of human ABCG2 transporter, ABCB1 counter-screen; Q9UNQ0; IgMXP3 cells, JC-1 efflux, flow cytometry; inhibition, % at 6.6 µM; 190,000 compounds, 0.1% hits; AID 1325;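 active means inhibition above 80%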;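 further: 0% = DMSO and 100% = nicardipine control wells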
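Incubation: cells with compound and JC-1, 10 min at 25 °C, rotating, no wash / Test system: IgMXP3 (ABCG2) plus far-red-tagged CCRF-Adr (ABCB1) cells / Compound dosing: one concentration, 6.6 µM final / Also added: JC-1 fluorescent substrate / Evaluation: efflux inhibition in percent versus controls / Detection: flow cytometry, 530 nm JC-1 signal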
Rac1 act GTP bind: modulators of GTP binding to human Rac1 activated mutant; GST-Rac1 activated beads, fluorescent GTP binding, flow cytometry; actives lie on both sides; 100% means binding = to untreated wells; percent activity (GTP binding), % at 10 µM; 190,000 compounds, 0.11% hits;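 active means GTP binding at least 20 percentage points away from the 100% baseline, in either direction, so actives lie on both sides; inconclusive means Compound likely fluorescent itself, or too few beads counted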
ABCB1 inh: human ABCB1 inhibition, ABCG2 as counter-screen; P08183; CCRF-Adr cells, JC-1 efflux, flow cytometry; inhibition, % at 6.6 µM; 190,000 compounds, 0.067% hits; in the data active means inhibition above about 40%;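 further: 0% = vehicle and 100% = reference inhibitor; higher value means more JC-1 retained so stronger ABCB1 efflux block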
Rab7 wt modul: alters GTP binding to wildtype dog Rab7; GST-Rab7 beads, fluorescent GTP binding, flow cytometry; actives lie on both sides; untreated = 100%, excess cold GTP = 0%; GTP binding activity (percent of control), % at 10 µM; 190,000 compounds, 0.055% hits; AID 758;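 active means fluorescent GTP binding to Rab7 beads changed by at least 20 points from the 100% baseline, either direction, mostly lower; inconclusive means compound itself probably fluorescent, or too few beads counted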;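 further: median green fluorescence of bound Bodipy-FL-GTP per Rab7 bead population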
Rac1 wt modul: human Rac1 wildtype GTP binding, inhibitors and activators. GTP binding activity (% of control), % at 10 µM. 190,000 compounds, 0.27% hits. P63000. GST-Rac1 beads, fluorescent GTP binding, flow cytometry; actives lie on both sides; 0 = cold GTP competed, 100 = untreated;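 active means GTP binding activity at least 20 points away from the 100% control level, either lower or higher; inconclusive means compound flagged as likely green fluorescent, judged across all proteins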
HRas wt GTP: human HRas wildtype GTP binding, change in either direction. P01112. GST-Ras wt beads, Bodipy-FL-GTP binding, flow cytometry; actives lie on both sides. GTP binding activity, % at 10 µM. 190,000 compounds, 0.14% hits;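 active means GTP binding activity at least 20% away from the 100% baseline, either lowered as inhibitor or raised as activator; inconclusive means flagged as likely green fluorescent, judged across all proteins in the well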;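 further: 0% = unlabeled GTP competition control and 100% = no-compound control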
Target sequence (P01112 whole entry, looked up): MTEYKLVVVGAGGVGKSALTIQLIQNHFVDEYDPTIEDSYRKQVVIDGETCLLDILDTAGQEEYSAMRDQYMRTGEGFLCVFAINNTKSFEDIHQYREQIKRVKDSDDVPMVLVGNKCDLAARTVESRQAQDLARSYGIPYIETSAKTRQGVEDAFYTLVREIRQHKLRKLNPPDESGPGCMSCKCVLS
Avidin bead fluor: compound fluoresces at 488/530 nm on avidin beads; 220,000 compounds, 0.38% hits; fluorescence (KMESF) at 10 µM; AID 1775; compound fluorescence 488/530 nm, flow cytometry; hits give high values; in the data active means fluorescence above about 47; further: inactives centre near 10
Cdc42 wt: changes GTP binding to wildtype human Cdc42; GST-Cdc42 beads, Bodipy-GTP binding, flow cytometry; actives lie on both sides; P60953; percent activity (GTP binding), % at 10 µM; 190,000 compounds, 0.2% hits;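 active means percent activity GTP binding at least 20 points away from the 100% baseline, either down as inhibitor or up as activator; inconclusive means compound flagged as likely green fluorescent from well-wide comparison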;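 further: median bead fluorescence of bound Bodipy-FL-GTP at 100 nM; 0% = excess unlabeled GTP control and 100% = no compound control; below 100% means less GTP binding so inhibitor and above means activator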
Target sequence (P60953 whole entry, looked up): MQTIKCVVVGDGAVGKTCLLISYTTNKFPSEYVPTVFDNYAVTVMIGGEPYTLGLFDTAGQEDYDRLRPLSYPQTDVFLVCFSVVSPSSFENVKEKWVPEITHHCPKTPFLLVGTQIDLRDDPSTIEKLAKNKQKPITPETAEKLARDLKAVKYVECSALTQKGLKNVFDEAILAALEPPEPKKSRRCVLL
Active calls of the source: *; ? = inconclusive; . = not tested or not shown. Hits appear at their usual frequency (roughly 1.1% active in at least one column).

SMILES	GSH fluor	Rab2A wt mod	Pf gamet viab	ABCG2 inh	Rac1 act GTP bind	ABCB1 inh	Rab7 wt modul	Rac1 wt modul	HRas wt GTP	Avidin bead fluor	Cdc42 wt
CCOC(=O)N1CCN(Cc2cn[nH]c2-c2cc3ccccc3o2)CC1	12	?	1	3	?	0.7	?	?	?	12	?
Cc1nnc2sc(SCc3ccccc3Cl)nn2c1=O	12	95	6	8	94	0.4	98	99	92	11	94
CCOC(=O)c1ccc(N2C(=O)c3n[nH]c(C)c3C2c2ccc(OC)cc2)cc1 (stereo not given)	7	101	12	6	97	1.3	103	104	101	9	100
Fc1ccc(C(Nc2ccccn2)c2c[nH]c3ccccc23)cc1 (stereo not given)	14	?	2	1	?	0.2	?	?	?	23	?
CCCCOc1ccc(/C(O)=C2/C(=O)C(=O)N(CCCOC)C2c2ccncc2)cc1 (stereo not given)	17	97	.	3	97	0.5	100	98	97	8	99
CCSc1nc(O)cc(=O)n1CC	13	97	4	4	91	0.4	105	99	96	9	96
O=C(O)Cc1sc(-c2ccc(C(=O)O)cc2)nc1-c1ccccc1	20	95	.	4	95	1.3	95	97	94	7	96
CN1C(=O)c2ccccc2N(C)C1c1cccs1 (stereo not given)	5	100	4	0	98	-0.1	103	104	100	5	100
Cc1ccc(NC(=O)C2CCCN(C(=O)c3ccc(Cl)cc3)C2)cc1C (stereo not given)	15	?	.	16	?	1.4	?	?	?	11	?
NS(=O)(=O)c1cccc(NC(=O)COC(=O)CCCc2c[nH]c3ccccc23)c1	14	96	-21	0	96	-0.1	105	101	98	14	95
O=c1cc(-c2ccc(O)c(-c3c(O)cc(O)c4c(=O)cc(-c5ccc(O)cc5)oc34)c2)oc2cc(O)cc(O)c12	12	?	18	-9	?	-1.7	?	?	?	10	?
COc1ccc(Cc2c(O)nc[nH]c2=O)cc1	9	97	.	2	98	0.2	99	104	103	20	103
COC(=O)c1cc(=O)c2c([N+](=O)[O-])ccc(OC)c2o1	10	?	-2	17	?	12	?	?	?	1	?
NC(=O)CSc1nnc(-c2ccncc2)o1	14	99	10	5	94	0.2	104	100	97	9	94
COCCN(Cc1ccccc1)C(=O)c1c(C)nn(-c2ccccc2)c1C	19	100	.	2	96	0.3	104	103	102	11	99
CCCCCCCC(=O)OCC(=O)[C@@]1(O)CC[C@H]2[C@@H]3CCC4=CC(=O)CC[C@]4(C)[C@H]3[C@@H](O)C[C@@]21C	21	97	.	4	95	2.2	96	98	94	11	97
C[C@H]1C(=O)N(C)CCN1C(=O)c1ccccc1OC1CCN(S(C)(=O)=O)CC1	17	96	-12	0	96	-0.2	93	102	96	10	94
CCOc1ccccc1CNC(=O)CCCc1cn(C)c2ccccc12	12	97	.	13	98	0.3	98	99	99	8	101
Cc1cc(C(=O)OCC(=O)N2C(C)CCCC2C)c(C)o1 (stereo not given)	17	99	-16	1	97	0.3	100	104	101	23	100
Cc1ccccc1N1C(=O)C2C3C=CC(C2C1=O)N(C)C3=O (stereo not given)	11	100	.	0	97	-0.3	102	102	100	5	98

Entries listed so far with a furan ring, fused or not:
SMILES	GSH fluor	Rab2A wt mod	Pf gamet viab	ABCG2 inh	Rac1 act GTP bind	ABCB1 inh	Rab7 wt modul	Rac1 wt modul	HRas wt GTP	Avidin bead fluor	Cdc42 wt
CCOC(=O)N1CCN(Cc2cn[nH]c2-c2cc3ccccc3o2)CC1	12	?	1	3	?	0.7	?	?	?	12	?
Cc1cc(C(=O)OCC(=O)N2C(C)CCCC2C)c(C)o1 (stereo not given)	17	99	-16	1	97	0.3	100	104	101	23	100

Fetched by compound from above (2):
SMILES	GSH fluor	Rab2A wt mod	Pf gamet viab	ABCG2 inh	Rac1 act GTP bind	ABCB1 inh	Rab7 wt modul	Rac1 wt modul	HRas wt GTP	Avidin bead fluor	Cdc42 wt
Fc1ccc(C(Nc2ccccn2)c2c[nH]c3ccccc23)cc1 (stereo not given)	14	?	2	1	?	0.2	?	?	?	23	?
NS(=O)(=O)c1cccc(NC(=O)COC(=O)CCCc2c[nH]c3ccccc23)c1	14	96	-21	0	96	-0.1	105	101	98	14	95

No new results follow: 5 of the compounds above.
SMILES	GSH fluor	Rab2A wt mod	Pf gamet viab	ABCG2 inh	Rac1 act GTP bind	ABCB1 inh	Rab7 wt modul	Rac1 wt modul	HRas wt GTP	Avidin bead fluor	Cdc42 wt
CCCCCCCC(=O)OCC(=O)[C@@]1(O)CC[C@H]2[C@@H]3CCC4=CC(=O)CC[C@]4(C)[C@H]3[C@@H](O)C[C@@]21C	21	97	.	4	95	2.2	96	98	94	11	97
C[C@H]1C(=O)N(C)CCN1C(=O)c1ccccc1OC1CCN(S(C)(=O)=O)CC1	17	96	-12	0	96	-0.2	93	102	96	10	94
CCOc1ccccc1CNC(=O)CCCc1cn(C)c2ccccc12	12	97	.	13	98	0.3	98	99	99	8	101
Cc1cc(C(=O)OCC(=O)N2C(C)CCCC2C)c(C)o1 (stereo not given)	17	99	-16	1	97	0.3	100	104	101	23	100
Cc1ccccc1N1C(=O)C2C3C=CC(C2C1=O)N(C)C3=O (stereo not given)	11	100	.	0	97	-0.3	102	102	100	5	98
